Compound activity deposited in PubChem by NCI.
Growth percent in the NCI-60 one-dose screen (48 h, 10 µM unless noted): 100 = growth as untreated, 0 = no growth, -100 = all killed.
MDA-MB-231 = MDA-MB-231 breast cancer; 5% of 81,000 active
MOLT-4 = MOLT-4 leukemia cells; 6.9% of 80,000 active; AID 1794779
RPMI-8226 = RPMI-8226 leukemia cells | 7.5% of 77,000 active
CCRF-CEM = CCRF-CEM leukemia; 7% of 77,000 active; AID 1794778
MDA-MB-435 = MDA-MB-435 melanoma; AID 1794794; 7.8% of 82,000 active
MDA-MB-468 = MDA-MB-468 breast cancer; 8.5% of 78,000 active; AID 2202374
K-562 = K-562 leukemia; 7.4% of 78,000 active; AID 1794777
SR = SR leukemia cells. 8.7% of 73,000 active
The depositor's hits bear a star; · = not tested or not shown; [ ] = dose if it differs, or a comment. How the source made its calls: active means growth percent below 10; inactive means the rest.

Labels used below – A = MDA-MB-231; B = MOLT-4; C = RPMI-8226; D = CCRF-CEM; E = MDA-MB-435; F = MDA-MB-468; G = K-562; H = SR
1: COC(=O)C(N)Cc1ccc(OC(c2ccccc2)(c2ccccc2)c2ccccc2)cc1 (configuration not stated)
  A: 92.2; B: 93.6; C: 97.4; D: 93.6; E: 99.2; F: 93.5; G: 95.5; H: ·
2: Cc1c(Cl)cccc1N1C(=O)CC(Sc2ccccc2N)C1=O (configuration not stated)
  A: 79.5; B: 75.1; C: 73.9; D: 79.7; E: 11.1; F: 49.5; G: 48.3; H: 55.9
3: COc1cc2c(cc1OC)C(c1ccc3c(c1)Cc1ccccc1-3)OC(=O)C2 (configuration not stated)
  A: 76.1; B: 85.2; C: 90.2; D: 83.0; E: 108.1; F: 72.1; G: 83.7; H: 88.7
4: OC(c1cc(-c2ccc(C(F)(F)F)cc2)nc(-c2ccc(C(F)(F)F)cc2)c1)C1CCCCN1 (configuration not stated)
  A: -71.0*; B: -57.5*; C: -48.4*; D: -56.2*; E: -58.3*; F: -85.1*; G: -73.6*; H: -64.8*
5: N#Cc1cc2c(N)c(C(=O)c3ccc(Cl)cc3)sc2nc1N
  A: 94.0; B: 86.4; C: 93.1; D: 89.1; E: 105.1; F: 93.7; G: 86.3; H: 95.3
6: NC(=O)c1ccc2c(c1)CN(c1ncc(Cc3ccc(-n4cccn4)cc3)s1)CC2
  A: 72.0; B: 29.5; C: 48.6; D: 67.7; E: 59.1; F: 56.9; G: 37.5; H: 44.0
7: Cc1ccc(CN2CC(C(=O)OCC(=O)NC(=O)C3COc4ccccc4O3)CC2=O)cc1 (configuration not stated)
  A: 98.2; B: 126.4; C: 125.9; D: 102.2; E: 105.6; F: 89.8; G: ·; H: 141.4
8: CN[C@@H]1[C@H](OC2[C@H](O[C@H]3[C@H](O)[C@@H](O)[C@H](N=C(N)N)[C@@H](O)[C@@H]3N=C(N)N)O[C@@H](C)[C@]2(O)C=O)O[C@@H](CO)[C@H](O)[C@H]1O (some centres not stated)
  A: 90.6; B: 118.4; C: 106.6; D: 97.9; E: 103.7; F: 96.2; G: 117.9; H: 129.1
9: Nc1ccc(C(=O)Nc2ccc3c(O)cc(S(=O)(=O)O)cc3c2)cc1
  A: 104.6; B: 93.8; C: 104.2; D: ·; E: 108.9; F: 105.3; G: 104.3; H: 95.2
10: COc1cccc(-c2nc3occn3c2-c2ccnc(NCCCNS(=O)(=O)c3cccc(F)c3)n2)c1
  A: 104.1; B: 67.7; C: 68.1; D: 81.3; E: 63.2; F: 65.4; G: 69.0; H: 107.4
11: CCOC(=O)N1CCN(CCOc2c(C3CCCCC3)cc(Cl)cc2[N+](=O)[O-])CC1
  A: 79.2; B: 53.7; C: 53.5; D: 95.6; E: 94.1; F: 80.4; G: 54.5; H: 51.1
12: CC(=O)NC(C)(C)C(=O)N1CCC[C@H]1C(=O)NC(C)(C)C(=O)N[C@@H](C)C(=O)NC(C)(C)C(=O)N[C@@H](C)C(=O)N[C@@H](CCC(N)=O)C(=O)NC(C)(C)C(=O)N[C@H](C(=O)NC(C)(C)C(=O)NCC(=O)N[C@@H](CC(C)C)C(=O)NC(C)(C)C(=O)N1CCC[C@H]1C(=O)N[C@H](C(=O)NC(C)(C)C(=O)NC(C)(C)C(=O)N[C@@H](CCC(N)=O)C(=O)N[C@@H](CCC(N)=O)C(=O)N[C@H](CO)Cc1ccccc1)C(C)C)C(C)C
  A: 77.7[4.25 µM]; B: 75.3[4.25 µM]; C: 1.4*[4.25 µM]; D: 62.8[4.25 µM]; E: 71.0[4.25 µM]; F: 3.7*[4.25 µM]; G: 42.8[4.25 µM]; H: 83.9[4.25 µM]
13: COc1cc2c3c(n(C4CCNCC4)c(=O)c2cc1OC)-c1cc2c(cc1C3=O)OCO2
  A: -69.1*; B: -27.1*; C: ·; D: ·; E: -44.1*; F: -81.0*; G: -48.8*; H: -24.4*
14: COc1ccc(-c2nn(-c3cccc(Cl)c3)cc2-c2c(C#N)c(=O)n3[nH]c(-c4ccc(C)cc4)nc3c2C#N)cc1
  A: -2.7*; B: -23.8*; C: ·; D: 31.4; E: 10.8; F: -1.9*; G: 4.6*; H: 1.6*
15: CC1(C)N=C(N)N=C(N)N1c1cccc(Br)c1
  A: 77.6; B: 41.4; C: 43.9; D: 36.1; E: 26.3; F: ·; G: 23.2; H: 49.4
16: CCCCN(CC)CC(CC)Nc1cc(OC)cc2cccnc12 (configuration not stated)
  A: 114.8; B: 111.3; C: 105.2; D: 99.6; E: 102.2; F: 119.0; G: 113.9; H: 113.3
17: COc1ccc2cc(-c3csc(Nc4cccc5ccccc45)n3)c(=O)oc2c1
  A: 76.2; B: 90.3; C: 89.9; D: 91.8; E: 100.4; F: 99.4; G: 83.0; H: 87.8
18: C=CCOc1nc2c(c(=O)n(C)c(=O)n2C)n1C
  A: 110.1; B: 100.1; C: 100.7; D: 102.2; E: 107.5; F: 96.5; G: 100.1; H: 107.5
19: CC1=NN(c2ccc(Cl)cc2S(=O)(=O)O)C(=O)C1N=Nc1ccc(OS(=O)(=O)c2ccc(C)cc2)cc1 (configuration not stated)
  A: 114.0; B: 86.3; C: 100.2; D: 83.8; E: 110.0; F: 127.5; G: 89.4; H: 108.4
20: CC[C@H]1OC(=O)C[C@@H](O)[C@H](C)[C@@H](O[C@@H]2O[C@H](C)[C@@H](O[C@H]3C[C@@](C)(O)[C@@H](O)[C@H](C)O3)[C@H](N(C)C)[C@H]2O)[C@@H](CC=O)C[C@@H](C)C(=O)/C=C/C(C)=C/[C@@H]1CO[C@@H]1O[C@H](C)[C@@H](O)[C@@H](OC)[C@H]1OC
  A: 106.2; B: 104.2; C: 96.8; D: 96.5; E: 109.1; F: 98.6; G: 92.4; H: 97.1
21: Cc1ccc(C2=NN(c3ccc(S(C)(=O)=O)cc3)C(=O)CC2)cc1
  A: 47.8; B: 20.0; C: ·; D: 14.9; E: -61.2*; F: 23.9; G: 11.7; H: 4.5*
22: C[C@@H](C[C@H](CCO)c1ccc2c(c1)OCCO2)c1ccc2ccccc2c1
  A: 96.9; B: ·; C: 89.2; D: 101.3; E: 106.9; F: 89.4; G: ·; H: ·
23: CN1CCN(C(=O)Cn2c(-c3ccc(Cl)cc3)csc2=N)CC1
  A: 103.1; B: 75.1; C: 79.1; D: 89.1; E: 92.2; F: 96.8; G: 73.1; H: 78.5
24: COc1cc(NCCC(C)=O)c([N+](=O)[O-])cc1OC
  A: 115.4; B: 108.7; C: 115.2; D: 88.7; E: 107.5; F: 114.8; G: 105.1; H: 118.7
25: NS(=O)(=O)c1ccc(CN2C(=O)CCC2=O)cc1
  A: 111.9; B: 90.4; C: 99.1; D: 104.5; E: ·; F: 103.1; G: 116.6; H: 84.9
26: NS(=O)(=O)c1ccc(-n2ncc3c(N/N=C/c4ccccc4)ncnc32)cc1
  A: 101.3; B: 71.4; C: 83.4; D: 84.6; E: 88.4; F: ·; G: 83.1; H: 50.8
27: Nc1ccc(S(=O)(=O)N(CCO)CCO)cc1[N+](=O)[O-]
  A: 97.8; B: 91.6; C: 102.2; D: 108.1; E: 113.3; F: 97.8; G: 100.3; H: 89.1
28: Cc1cccc(C)c1[N+](=O)[O-]
  A: 120.9; B: 98.0; C: 106.2; D: 100.1; E: 110.1; F: 103.0; G: 101.8; H: 97.1
29: COC1/C=C/OC2(C)Oc3c(C)c(O)c4c(O)c(c(/C=N/N(c5ccccc5)c5ccccc5)c(O)c4c3C2=O)NC(=O)C(C)=C/C=C/C(C)C(O)C(C)C(O)C(C)C(OC(C)=O)C1C (configuration not stated)
  A: 90.9; B: 35.1; C: 22.6; D: 21.7; E: 67.9; F: -44.7*; G: 72.4; H: 30.9
30: O=C(Nc1cc(Cl)cc(Cl)c1)N1CCOCC1
  A: 100.6; B: 93.4; C: 97.6; D: 108.1; E: 108.5; F: 106.3; G: 107.4; H: 86.7
31: O=C(SC(=O)c1ccccc1)c1ccccc1
  A: 96.3; B: 96.0; C: 118.7; D: 94.5; E: 110.1; F: 124.5; G: 102.2; H: 116.3
32: O=[N+]([O-])c1cnc(Nc2ccc(N3CCOCC3)nc2)nc1Oc1ccc(C(F)(F)F)cc1
  A: 87.9; B: 89.0; C: 47.8; D: 76.5; E: 101.9; F: 44.9; G: 85.3; H: 43.7
33: CCCCCCN1CCN(Cc2ccc(N(CC)CC)cc2)C(=O)C1=O
  A: 44.4; B: 19.1; C: 4.3*; D: 9.2*; E: -79.5*; F: 22.9; G: 11.7; H: 3.4*
34: Cc1ccc(S(=O)(=O)OC2CCC3(C)C(=CCC4C3CCC3(C)C(C(C)CCCC(C)C)CCC43)C2)cc1 (configuration not stated)
  A: 107.1; B: 107.5; C: 101.4; D: 100.9; E: 108.4; F: 93.9; G: 102.0; H: ·
35: Cc1cc(N2CCN(CC(=O)Nc3ccc4c(ccn4Cc4ccccc4)c3)CC2)nc(Cl)n1
  A: 89.4; B: 72.5; C: 73.8; D: 82.6; E: 94.2; F: 62.3; G: 66.4; H: 112.8
36: CN(C)C(=O)N1CCc2ccc([N+](=O)[O-])cc21
  A: 113.9; B: 94.2; C: 101.4; D: 98.4; E: 103.4; F: 99.4; G: 92.5; H: 97.6
37: COc1ccc(/C=N/Nc2cc(=O)[nH]c3ccc(Cl)cc23)cc1OC
  A: 75.2; B: 109.4; C: 103.5; D: 88.1; E: 99.3; F: 110.9; G: 97.0; H: 52.1
38: COCCOCCCl
  A: 117.8; B: 116.7; C: 115.4; D: 106.1; E: 106.4; F: 101.7; G: 97.5; H: 107.7
39: NS(=O)(=O)c1ccc(CCN2C(=O)/C(=C\c3ccc(Cl)cc3)C=C2c2ccc(-c3ccccc3)cc2)cc1
  A: 94.4; B: 67.6; C: 32.4; D: 78.4; E: 99.9; F: 85.7; G: 73.5; H: 66.7
40: Clc1ccccc1Cc1cn2cc(-c3ccc(Br)cc3)nc2s1
  A: 88.3; B: 81.2; C: 98.1; D: 87.0; E: 61.0; F: 89.2; G: 62.0; H: 59.1
41: C=C(C)Cc1cc(C)ccc1O
  A: 108.2; B: 94.2; C: 98.8; D: 94.3; E: 100.0; F: 112.0; G: 103.2; H: 106.8
42: COC(=O)[C@]12CC[C@@H](C)[C@H](C)[C@@H]1C1=CC[C@@H]3[C@@]4(C)C(c5cnco5)=C[C@@](C)(CO)C4=CC[C@@]3(C)[C@]1(C)CC2
  A: 58.8; B: 10.1; C: 26.1; D: 35.5; E: 60.5; F: 17.0; G: 30.8; H: 21.1
43: COc1cc2oc(-c3cccc(NC(=O)[C@H](Cc4ccccc4)NC(=O)OC(C)(C)C)c3)cc(=O)c2c(OC)c1OC
  A: 42.7; B: 9.4*; C: 22.7; D: 32.0; E: 61.9; F: 41.8; G: 23.0; H: 22.5
44: O=S(=O)(NCCCNc1nccc(-c2c(-c3ccc(F)cc3)nc3sccn23)n1)c1ccc2ccccc2c1
  A: 34.9; B: 35.0; C: 35.9; D: 28.3; E: 25.7; F: 51.8; G: 3.8*; H: 28.5
45: COc1ccccc1CNCCCN1C(=O)c2ccc3c4c(ccc(c24)C1=O)C(=O)N(CCCNCc1ccccc1OC)C3=O
  A: -13.1*; B: -37.0*; C: -31.8*; D: -12.7*; E: -79.3*; F: -96.6*; G: -44.2*; H: -45.7*
46: Cc1nn(CC(O)c2ccccc2)c(N)c1C(=O)N/N=C\c1ccc(OC(F)F)c(Oc2ccccc2)c1 (configuration not stated)
  A: 99.5; B: 80.8; C: 84.5; D: 90.6; E: 108.8; F: 92.3; G: 86.4; H: 88.2
47: CC1=CCC(C(C)C)C=C1 (configuration not stated)
  A: 110.8; B: 92.4; C: 99.6; D: 98.5; E: 108.9; F: 99.0; G: 98.2; H: 81.8
48: OCCc1nccnn1
  A: 123.1; B: 106.5; C: 90.3; D: 94.3; E: 105.3; F: 112.5; G: 111.3; H: ·
49: COc1cc(/C=N/NC(=O)COc2cc(=O)[nH]c3cc(C)ccc23)cc(OC)c1OC
  A: 102.0; B: 100.1; C: 116.7; D: 112.1; E: 99.4; F: 111.1; G: 101.1; H: 106.5
50: CNC(=O)c1cc(Oc2cccc3nc(Nc4ccc(Oc5ccccc5)cc4)ccc23)ccn1
  A: 71.6; B: 42.7; C: 47.9; D: 69.5; E: 66.1; F: 63.7; G: 41.0; H: 30.2
51: S=C1CCC2C(=S)N3C(=S)CCC3C(=S)N12 (configuration not stated)
  A: 101.5; B: 101.9; C: 97.8; D: 104.9; E: 106.7; F: 105.4; G: 109.5; H: 92.5
52: O=C(O)/C(Cl)=C/Cl
  A: 109.3; B: 94.8; C: 115.4; D: 146.9; E: 116.7; F: 95.6; G: 111.3; H: 94.5
53: c1ccc(-n2ccc3c2-c2oncc2CC3)cc1
  A: 101.5; B: 98.6; C: 92.4; D: 103.6; E: 94.9; F: 110.6; G: 107.1; H: 102.5

In a second layout: two of the compounds above
| No. | canonical_smiles | MDA-MB-231 | MOLT-4 | RPMI-8226 | CCRF-CEM | MDA-MB-435 | MDA-MB-468 | K-562 | SR |
| --- | --- | --- | --- | --- | --- | --- | --- | --- | --- |
| 50 | CNC(=O)c1cc(Oc2cccc3nc(Nc4ccc(Oc5ccccc5)cc4)ccc23)ccn1 | 71.6 | 42.7 | 47.9 | 69.5 | 66.1 | 63.7 | 41.0 | 30.2 |
| 51 | S=C1CCC2C(=S)N3C(=S)CCC3C(=S)N12 (configuration not stated) | 101.5 | 101.9 | 97.8 | 104.9 | 106.7 | 105.4 | 109.5 | 92.5 |
